Compound activity (PubChem)
CHO-K1 Ca ag: M1 agonist counterscreen hit in parental CHO-K1 cells | Fluo-8 calcium fluorescence; scaled to maximal ATP response, vehicle zero | activation, % at 3 µM | 360,000 tested, 0.48% active | AID 602248; in the data active = activation above about 15%;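 note: untransfected CHO-K1 host cells lacking M1 receptor as counterscreen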
M1 ag: agonists of human M1 muscarinic receptor | P11229 | CHO-K1 hM1, Fluo-8 calcium fluorescence, agonist mode; 0% DMSO, 100% acetylcholine EC100 | activation, % at 3 µM | 360,000 tested, 0.33% active;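 active = activation above the run's mean compound activation plus 3 SD, cut at about 16% in these data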;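 note: peak over basal fluorescence ratio within a 140 s kinetic read after compound addition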
M4 antag: blocks acetylcholine activation of human M4 receptor | P08173 | CHO-hM4 cells, ACh EC80, Fluo-8 calcium fluorescence | inhibition, % at 3 µM | 360,000 tested, 0.73% active;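 active = inhibition above its plate's cutoff, the mean inhibition of sample wells plus 3 SD, cut at about 27% in these data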;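 note: 0% = acetylcholine EC80 with DMSO and 100% = DMSO without agonist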
Target sequence (P08173 whole entry, looked up): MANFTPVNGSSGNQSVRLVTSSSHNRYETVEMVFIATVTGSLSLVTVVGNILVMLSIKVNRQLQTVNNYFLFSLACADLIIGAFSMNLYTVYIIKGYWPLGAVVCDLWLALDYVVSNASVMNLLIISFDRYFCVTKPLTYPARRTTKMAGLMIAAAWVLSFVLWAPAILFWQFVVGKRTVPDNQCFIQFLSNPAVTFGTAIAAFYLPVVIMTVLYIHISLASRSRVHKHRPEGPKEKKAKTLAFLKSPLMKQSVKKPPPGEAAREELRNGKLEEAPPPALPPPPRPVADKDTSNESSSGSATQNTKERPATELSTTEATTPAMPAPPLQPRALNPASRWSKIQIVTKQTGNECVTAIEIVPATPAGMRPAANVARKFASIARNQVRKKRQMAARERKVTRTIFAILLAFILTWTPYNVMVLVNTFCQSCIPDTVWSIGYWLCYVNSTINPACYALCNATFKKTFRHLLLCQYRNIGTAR
M1 antag: antagonists of human M1 muscarinic receptor; P11229; CHO-K1 hM1, Fluo-8 calcium fluorescence, ACh EC80 antagonist; inhibition, % at 3 µM; 360,000 tested, 1.3% active; AID 588852;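 active = percent inhibition above its own plate's cutoff, namely the mean of that plate's compound wells plus 3 SD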;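 note: peak over basal fluorescence ratio during 140 s after agonist addition; 0% = ACh EC80 plus DMSO and 100% = DMSO alone without agonist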
M4 ag: CHRM4 agonism in calcium assay | CHO-K1 hM4/Gqi5, Fluo-8 calcium fluorescence; vehicle 0%, full acetylcholine response 100% | P08173 | 360,000 tested, 0.14% active | AID 624127 | activation, % at 3 µM;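 active = activation above the run mean over all test wells plus 3 SD, cut at about 32% in these data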;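 note: peak over basal fluorescence ratio per well then scaled between controls; 0% = DMSO wells and 100% = acetylcholine at EC100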
CHO-K1 Ca antag: M1 antagonist counterscreen hit in parental CHO-K1 cells | ATP-induced calcium, Fluo-8 fluorescence | inhibition, % at 3 µM | 360,000 tested, 0.6% active | AID 602250;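 active = inhibition above a per-plate cutoff, the plate's mean sample inhibition plus 3 SD, cut at about 24% in these data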;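 note: 0% = DMSO plus EC80 ATP and 100% = DMSO alone without ATP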
OXTR potentiate: human OXTR potentiation; P30559; CHO-OTR cells, Fluo-8 calcium fluorescence, potentiator mode; 0% = oxytocin EC15, 100% = EC100; activation, % at 3 µM; 320,000 tested, 0.061% active;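 active = activation above that plate's cutoff, the mean activation of tested compounds plus 3 SD, cut at about 6.6% in these data, passing the limit was not always enough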;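 note: 100% uses oxytocin at 75 nM as the full agonist control; some results filed as inactive read as strong as hits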
Target sequence (P30559 whole entry, looked up): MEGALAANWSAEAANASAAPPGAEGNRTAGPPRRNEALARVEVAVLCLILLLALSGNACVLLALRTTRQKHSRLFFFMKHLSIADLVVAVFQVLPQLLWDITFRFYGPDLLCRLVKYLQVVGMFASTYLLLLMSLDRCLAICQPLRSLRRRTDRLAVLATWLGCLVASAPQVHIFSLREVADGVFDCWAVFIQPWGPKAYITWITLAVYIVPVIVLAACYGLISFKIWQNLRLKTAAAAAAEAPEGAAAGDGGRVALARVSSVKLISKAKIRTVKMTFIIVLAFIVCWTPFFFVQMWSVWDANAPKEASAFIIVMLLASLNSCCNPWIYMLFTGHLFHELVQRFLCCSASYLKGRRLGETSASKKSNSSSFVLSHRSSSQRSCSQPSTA
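Measured by – Fluo-8 calcium dye fluorescence · Test system – human OTR in CHO cells · Dosing – one concentration, 3.0 µM compound · Controls – EC15 oxytocin alone as 0%, 75 nM oxytocin as 100% · Evaluation – normalized max/min fluorescence ratio, % activation · Timing – 6 min pre-incubation, 100 s read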
M1 PAM: human CHRM1 positive allosteric modulation; P11229; CHO-K1 hM1, Fluo-8 calcium fluorescence, ACh EC20; 0% = ACh EC20, 100% = maximal ACh; activation, % at 3 µM; 360,000 tested, 0.088% active; in the data active = activation above about 19%, passing the limit was not always enough
CHO parental Ca: counter-screen for OX1R antagonists: effect in parental CHO cells; parental CHO-K1, ATP-induced calcium, Fluo-8 fluorescence; inhibition, % at 5.6 µM; 330,000 tested, 0.63% active; AID 463079;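 active = inhibition above that plate's mean sample inhibition plus 3 SD, cut at about 26% in these data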;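 note: 0% = ATP-challenged DMSO wells and 100% = DMSO wells without ATP; some compounds past the cut are filed as inactive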
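Test system: untransfected parental CHO cell line; also added: ATP stimulus; dosing: 5.6 µM, single dose; signal: calcium-sensitive Fluo-8 fluorescence; measure: percent inhibition of ATP-evoked calcium rise, normalized to controls; benchmarks: low control ATP plus DMSO, high control DMSO only; replication: one well per compound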
* hit, by the source's call; nt = no result given.

Short keys – A = CHO-K1 Ca ag; B = M1 ag; C = M4 antag; D = M1 antag; E = M4 ag; F = CHO-K1 Ca antag; G = OXTR potentiate; H = M1 PAM; I = CHO parental Ca
COc1ccccc1NC(=O)COc1coc(CN2CCN(c3ccccc3)CC2)cc1=O
  A: 0.9; B: 2; C: -12; D: -12; E: 1; F: 7; G: -4; H: 16; I: -10
CCN=c1scc(-c2ccc(F)cc2)n1/N=C/c1ccccn1
  A: 6.4; B: -3; C: 2; D: 8; E: 5; F: -8; G: -32; H: -3; I: 11
COc1cccc(NC(=O)c2ccccc2)c1
  A: 0.0; B: -4; C: 3; D: 8; E: 0; F: -10; G: -4; H: -7; I: -17
COC(=O)c1ccc(OCC(O)CN2CCN(C(=O)c3ccco3)CC2)cc1 (stereo unspecified)
  A: 5.3; B: -10; C: 10; D: 17; E: 15; F: -2; G: -5; H: -14; I: -12
O=C(CNCC1CCCO1)Nc1ccccc1N1CCOCC1 (stereo unspecified)
  A: 0.5; B: -4; C: 3; D: 9; E: 0; F: 5; G: -2; H: -5; I: -4
Cc1nn(C)c(N)c1[N+](=O)[O-]
  A: 3.2; B: -2; C: 4; D: 8; E: 9; F: -3; G: 2; H: -7; I: -2
c1ccc(OCc2nc3ccccc3[nH]2)cc1
  A: 0.3; B: -6; C: -3; D: -9; E: 0; F: -1; G: -5; H: 6; I: -11
CC1=CCC2COC(c3ccc[n+](Cc4ccccc4)c3)C1C2 (stereo unspecified)
  A: 0.2; B: -9; C: -5; D: 7; E: 1; F: -4; G: -1; H: -8; I: -10
O=C(CC1C(=O)NCCN1Cc1cccc(Oc2ccccc2)c1)NCCc1cscn1 (stereo unspecified)
  A: 0.5; B: -10; C: -1; D: -8; E: 1; F: -9; G: -15; H: 4; I: -4
CN(C)CCCN(C(=O)c1cc(-c2cccs2)nc2ccccc12)c1nc2c(F)cccc2s1
  A: 1.0; B: -5; C: 27*; D: 1; E: 8; F: -7; G: -7; H: -4; I: -4
COc1cccc(/C=N/Nc2ncnc3c2[nH]c2ccc(C)cc23)c1OC
  A: 0.5; B: 0; C: -9; D: -9; E: 1; F: -4; G: -5; H: 8; I: -19
CCC(C(=O)NCc1cccc(C)c1)n1nc(C)c2c(C)n(-c3ccccc3)nc2c1=O (stereo unspecified)
  A: 0.5; B: -6; C: 4; D: 3; E: 2; F: 3; G: -7; H: -12; I: -30
CCOC(=O)c1c(NC(=O)/C=C/C(=O)O)sc(C)c1-c1ccc(C(C)(C)C)cc1
  A: 1.4; B: -4; C: -3; D: 4; E: 0; F: -3; G: -9; H: 1; I: 18
Cc1ccccc1-n1c(=S)[nH]c2nc3c(cc2c1=O)COC(C)(C)C3
  A: -0.1; B: -4; C: -5; D: -12; E: 0; F: -3; G: 5; H: 4; I: -6
Cc1oc(S(=O)(=O)N2CCCCC2)cc1NC(=O)Nc1ccccc1
  A: 9.3; B: 1; C: -8; D: -4; E: 14; F: -9; G: -7; H: -4; I: -15
COc1cc(-c2cc3nc(NCc4cccc(Cl)c4)ccn3n2)cc(OC)c1OC
  A: 3.0; B: -4; C: 1; D: 0; E: 10; F: -13; G: nt; H: -8; I: nt
Cc1c(NC(=S)Nc2ccc(Cl)cc2)c(=O)n(-c2ccccc2)n1C
  A: -0.4; B: -3; C: -18; D: -5; E: 1; F: -17; G: -2; H: 3; I: -7
COc1ccc(Cc2nn3c(-c4ccccc4OC)nnc3s2)cc1
  A: 1.1; B: -3; C: 3; D: 4; E: 2; F: -4; G: -2; H: 5; I: -10
C/C(N)=C(/C#N)C(=O)COC(=O)COc1ccc(Cl)cc1C
  A: 2.1; B: -1; C: -13; D: 4; E: 6; F: -15; G: -7; H: -1; I: 1
CCCCCOc1ccc(C2C(C(=O)c3ccc(C)o3)=C(O)C(=O)N2c2cc(C)on2)cc1 (stereo unspecified)
  A: -0.3; B: -1; C: 2; D: -2; E: 3; F: -5; G: 0; H: 0; I: -16
O=C(C1CCCN(S(=O)(=O)c2ccc(F)cc2)C1)N1CCCCC1 (stereo unspecified)
  A: 2.3; B: -1; C: -6; D: -10; E: 2; F: -11; G: -6; H: 3; I: -18
CC(C)(C)S(=O)(=O)N1Cc2ccc(CO)cc2[C@@H]1CCO
  A: 0.8; B: -3; C: 0; D: -6; E: 0; F: -14; G: nt; H: 4; I: nt
O=C(CCCN1C(=O)/C(=C/c2ccccc2)SC1=S)Nc1cccc(O)c1
  A: 5.7; B: 0; C: 9; D: 14; E: 9; F: 8; G: -18; H: -11; I: 14
Cc1ccc(S(=O)(=O)N2CCOCC2)cc1NC(=O)CSc1nc2ccccc2c(=O)n1Cc1ccccc1
  A: 1.8; B: -5; C: 7; D: 7; E: 0; F: -4; G: -10; H: 2; I: -8
OCCSc1nncn1/N=C/c1c[nH]c2ccccc12
  A: 1.2; B: -2; C: 14; D: -5; E: 1; F: 4; G: 0; H: 8; I: -7

Molecules above with a thiophene ring, fused or not:
Short keys – A = CHO-K1 Ca ag; B = M1 ag; C = M4 antag; D = M1 antag; E = M4 ag; F = CHO-K1 Ca antag; G = OXTR potentiate; H = M1 PAM; I = CHO parental Ca
CN(C)CCCN(C(=O)c1cc(-c2cccs2)nc2ccccc12)c1nc2c(F)cccc2s1
  A: 1.0; B: -5; C: 27*; D: 1; E: 8; F: -7; G: -7; H: -4; I: -4
CCOC(=O)c1c(NC(=O)/C=C/C(=O)O)sc(C)c1-c1ccc(C(C)(C)C)cc1
  A: 1.4; B: -4; C: -3; D: 4; E: 0; F: -3; G: -9; H: 1; I: 18

Later entries.
Short keys – A = CHO-K1 Ca ag; B = M1 ag; C = M4 antag; D = M1 antag; E = M4 ag; F = CHO-K1 Ca antag; G = OXTR potentiate; H = M1 PAM; I = CHO parental Ca
CC1Sc2ccc(S(=O)(=O)NCCc3ccc(Cl)cc3)cc2NC1=O (stereo unspecified)
  A: 3.7; B: -1; C: -5; D: 9; E: 5; F: -10; G: -11; H: -3; I: -20
O=C(CSc1nnc(-c2ccccn2)n1Cc1ccco1)Nc1ccc2c(c1)OCO2
  A: 0.9; B: -6; C: -14; D: -14; E: 0; F: -11; G: 2; H: 8; I: -13
COc1ccc(C(=O)N2CCCN(C)CC2)cc1S(=O)(=O)N1CCCc2ccccc21
  A: 0.3; B: -6; C: 10; D: -6; E: 1; F: 6; G: -4; H: 4; I: 2
C(=N\Nc1nnnn1-c1ccccc1)/c1ccncc1
  A: 0.9; B: -11; C: -12; D: -5; E: 1; F: -19; G: 9; H: 2; I: -6
Cc1ccc(C)c(S(=O)(=O)Nc2ccc3[nH]c(=O)[nH]c3c2)c1
  A: 0.7; B: -4; C: -6; D: -6; E: 0; F: -9; G: -8; H: 8; I: -7
N#Cc1ccccc1Oc1ccc(S(=O)(=O)N2CCCCC2)cn1
  A: 0.9; B: -4; C: -9; D: -8; E: 1; F: -9; G: -3; H: 8; I: -7
COc1ccc(C/C(N)=N/OC(=O)c2cccc([N+](=O)[O-])c2)cc1
  A: 2.5; B: -8; C: -11; D: -4; E: 0; F: -19; G: -2; H: 8; I: -22
CCOC(=O)/C(C#N)=c1/s/c(=C2\C=Cc3ccccc3N2CC)c(=O)n1CC
  A: 0.6; B: -4; C: 2; D: -8; E: 0; F: -4; G: -15; H: 5; I: -12
O=C(COC(=O)c1cccc(Br)c1)NCCc1ccccc1
  A: 0.7; B: -7; C: -4; D: -11; E: 1; F: -7; G: 2; H: 5; I: -16
O=[N+]([O-])c1ccc(NN=Cc2ccc3c(c2)OCO3)nc1
  A: 0.3; B: -3; C: 0; D: 11; E: 1; F: -8; G: nt; H: -6; I: nt
Cc1ccc(NS(=O)(=O)c2ccc(C(=O)NCc3ccc(S(N)(=O)=O)cc3)cc2)cc1
  A: 0.6; B: -4; C: -8; D: -13; E: 0; F: -17; G: 5; H: 3; I: -3
COc1ccc(CC(=O)OCC(=O)N2CCCC(C)C2)cc1 (stereo unspecified)
  A: 0.9; B: -2; C: 2; D: -16; E: 1; F: -9; G: -6; H: 7; I: 7
Cn1c(=O)c2c(ncn2CCC(=O)N/N=C/c2cccnc2)n(C)c1=O
  A: 1.1; B: -4; C: 6; D: 11; E: 9; F: 21; G: 4; H: -4; I: -7
COc1ccc(N2CCN(C(=S)Nc3cccc(C)c3)CC2)cc1
  A: 1.1; B: -5; C: 0; D: 2; E: 1; F: -3; G: -1; H: -2; I: -9
Cc1nnc(-c2cnn(C)c2N)n1Cc1cccc(Cl)c1
  A: -0.1; B: -2; C: 1; D: 1; E: 1; F: 8; G: -1; H: 5; I: -7
Cc1sc(=NC(=O)c2ccco2)n(C)c1-c1ccccc1
  A: 1.4; B: -6; C: 3; D: -10; E: -1; F: -24; G: 1; H: 8; I: -14
Cc1nc2c(-c3ccc(F)cc3)cnn2c2c1CCC2
  A: 0.2; B: -8; C: 1; D: -3; E: 2; F: 1; G: -3; H: 12; I: -13
COc1ccc(C(=O)N/C(=C\c2cccc3ccccc23)C(=O)N2CCN(C)CC2)cc1OC
  A: 2.8; B: -7; C: 0; D: -8; E: 5; F: -9; G: 3; H: 7; I: -10
CC(C)NC(=O)Nc1cccc2c1O[C@H](CN(C)C(=O)NC(C)C)[C@@H](C)CN([C@H](C)CO)C2=O
  A: 0.5; B: -2; C: -15; D: -17; E: 0; F: -14; G: 5; H: 9; I: -11
CC(C)CCN1CCC[C@]2(N[C@H](c3ccc(C(F)(F)F)cc3)[C@@H]3C(=O)N(Cc4ccccc4)C(=O)[C@@H]32)C1=O
  A: 5.1; B: -10; C: -12; D: -19; E: -1; F: -5; G: nt; H: 6; I: nt
O=C(Nc1cccc2ccccc12)c1cnccn1
  A: 0.1; B: -3; C: -8; D: -14; E: 0; F: -9; G: -14; H: 11; I: 3
Cc1[nH]nc(Nc2ccc(C(C)C)cc2)c1[N+](=O)[O-]
  A: 3.3; B: -5; C: -8; D: 2; E: 4; F: -13; G: -13; H: -8; I: -8
O=C1C2CC=CCC2C(=O)N1CC(=O)N(Cc1ccccc1)C1CCS(=O)(=O)C1 (stereo unspecified)
  A: 0.7; B: -5; C: 0; D: -10; E: 1; F: -11; G: -6; H: 9; I: 3
Cc1ccc(-c2csc(NC(=O)CN3CCOCC3)n2)cc1
  A: 2.2; B: -5; C: -3; D: -5; E: 6; F: -16; G: -16; H: 9; I: -7
Cc1ccc[n+](C(C)C(=O)c2ccc(-c3ccccc3)cc2)c1 (stereo unspecified)
  A: 0.2; B: -15; C: -9; D: 5; E: 1; F: -13; G: 3; H: -17; I: -5
